From PubChem BioAssay
MEX-5 binding = C. elegans MEX-5 TCR-2 RNA binding activity. 0.38% of 300,000 active. activity score (negative = inhibition of binding), % at 10 µM. MEX-5/FITC-TCR2 RNA binding, fluorescence polarization; hits give low values. Q9XUB2. AID 1832;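 active means inhibition past about -25% in most replicates, and total fluorescence under double the plate's negative control median, limit read from the data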;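 further: 0% = DMSO and -100% = 5 µM competing unlabeled TCR2 RNA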
MCL1-BIM inh = MCL1-BIM-BH3 interaction inhibition (human); GST-MCL1 / FITC-Bim-BH3 fluorescence polarization; inhibition, % at 10.9 µM; 0.68% of 320,000 active; AID 2057;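 active means inhibition above the mean inhibition of all tested compounds plus 3 SD, set per campaign, cut at about 40% in these data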;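 further: 0% = DMSO wells and 100% = unlabeled Bim-BH3 peptide control; higher means more loss of mP so more displacement of Bim peptide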
Target sequence (Q07820 whole entry, looked up): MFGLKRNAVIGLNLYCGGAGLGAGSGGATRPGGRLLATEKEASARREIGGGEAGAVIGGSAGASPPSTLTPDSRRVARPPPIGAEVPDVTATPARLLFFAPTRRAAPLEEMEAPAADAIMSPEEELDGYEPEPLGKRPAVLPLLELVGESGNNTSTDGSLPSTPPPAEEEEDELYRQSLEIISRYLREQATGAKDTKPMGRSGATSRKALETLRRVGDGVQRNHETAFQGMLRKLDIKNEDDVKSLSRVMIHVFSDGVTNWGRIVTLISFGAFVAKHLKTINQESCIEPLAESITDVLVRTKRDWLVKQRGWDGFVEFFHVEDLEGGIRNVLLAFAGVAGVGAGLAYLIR
GLD-1 RNA inh = GLD-1-TGE RNA interaction inhibition (C. elegans); purified GLD-1 + fluorescein TGE RNA, fluorescence polarization; inhibition, % at 5.96 µM; 0.44% of 320,000 active; Q17339;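 active means percent inhibition above a per-plate cutoff, the plate mean of test compounds plus 3 SD, cut at about 30% in these data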;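 further: 0% = DMSO wells with GLD-1 and probe and 100% = wells lacking GLD-1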
GRK2 inh = blocks RNA aptamer binding to human GRK2 | 0.59% of 330,000 active | bead flow cytometry, FAM-aptamer displacement from GRK2 | AID 488847 | P25098 | inhibition of aptamer binding, % at 10 µM;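 active means inhibition of aptamer binding above 40%, roughly 3 SD of noise, on plates passing a quality check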;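 further: median bead fluorescence of bound FAM aptamer so fluorescent compounds give negative values; no value below 0 was filed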
Target sequence (P25098 whole entry, looked up): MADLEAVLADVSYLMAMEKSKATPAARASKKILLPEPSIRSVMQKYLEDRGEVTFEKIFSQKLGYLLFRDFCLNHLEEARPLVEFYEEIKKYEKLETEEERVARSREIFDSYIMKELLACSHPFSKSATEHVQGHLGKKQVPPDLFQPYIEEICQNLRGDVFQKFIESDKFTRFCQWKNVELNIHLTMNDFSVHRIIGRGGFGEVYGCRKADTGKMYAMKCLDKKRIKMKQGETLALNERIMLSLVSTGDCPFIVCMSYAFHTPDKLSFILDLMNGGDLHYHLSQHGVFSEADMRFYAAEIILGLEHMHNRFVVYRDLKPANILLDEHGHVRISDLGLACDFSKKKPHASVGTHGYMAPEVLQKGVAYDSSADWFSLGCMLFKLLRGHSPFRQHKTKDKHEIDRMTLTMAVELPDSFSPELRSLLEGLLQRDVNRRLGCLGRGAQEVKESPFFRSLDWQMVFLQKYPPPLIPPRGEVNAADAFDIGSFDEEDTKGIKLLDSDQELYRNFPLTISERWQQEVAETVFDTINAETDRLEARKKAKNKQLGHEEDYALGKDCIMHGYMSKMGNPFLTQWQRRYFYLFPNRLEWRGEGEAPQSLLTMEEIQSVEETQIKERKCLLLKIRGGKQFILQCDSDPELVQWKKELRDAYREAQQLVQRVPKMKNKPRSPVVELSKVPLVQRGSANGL
Bcl-xL primary = Bcl-xL (human) inhibition; AID 2129; GST-Bcl-xL / FITC-Bim BH3 peptide fluorescence polarization; Q07817; 0.7% of 320,000 active; inhibition, % at 10.9 µM;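 active means inhibition above the mean of all tested compounds plus 3 SD, cutoff set per campaign, cut at about 30% in these data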;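 further: 0% = DMSO wells and 100% = unlabeled Bim-BH3 peptide competitor; inhibitors lower millipolarization by displacing the labeled peptide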
Yeast superoxide = lowers age-related superoxide in aged yeast cells; S. cerevisiae aged cells, superoxide DHE fluorescence; hits give low values; superoxide response (% of plate mean), % at 10 µM; 0.18% of 330,000 active; AID 2690;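 active means superoxide response under a set limit, about three screen SD below normal, cut at about 65% in these data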;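 further: yeast aged for seven days with compound at 30 °C before DHE staining; 100% = average MFI of all compound-treated wells on the plate with controls excluded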
CIT2 TOR yeast = modulators of TOR pathway CIT2-GFP in S. cerevisiae; GFP response vs DMSO, % at 10 µM; 0.065% of 320,000 active; S. cerevisiae CIT2-GFP strain, flow cytometry, 3 h; 100 means same as DMSO wells; AID 2029;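 active means GFP response relative to DMSO above a set limit, near the screen mean plus 3 SD, cut at about 150% in these data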;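 further: ratio of well median GFP fluorescence to mean of DMSO wells on the plate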
VLA-4 inh = inhibition in a human VLA-4 binding assay. inhibition, % (about 7 µM as worked out from the volumes in the protocol). 0.2% of 330,000 active. AID 2557. VLA-4 expressing cells, ligand binding flow cytometry; in the data active means inhibition above about 50%
AGP1 TOR yeast = yeast TOR pathway AGP1-GFP modulation; 0.02% of 320,000 active; AID 2066; S. cerevisiae AGP1-GFP multiplex flow cytometry, 3 h; GFP as percent of DMSO wells; GFP response vs DMSO, % at 10 µM;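 active means GFP response relative to DMSO above a set limit, near screen average plus 3 SD, cut at about 150% in these data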;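 further: median GFP channel fluorescence of the gated AGP1 strain per well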
Starred values were filed as active, the others as inactive; / = no result given.

SMILES	MEX-5 binding	MCL1-BIM inh	GLD-1 RNA inh	GRK2 inh	Bcl-xL primary	Yeast superoxide	CIT2 TOR yeast	VLA-4 inh	AGP1 TOR yeast
O=C(NC1CCSC1=O)C1CC(=O)N(c2ccc(F)cc2)C1 (centres undefined)	0.5	13	10	0	6	88	112	-1	103
Cc1ccc(/C(O)=C2/C(=O)C(=O)N(CC(=O)O)C2c2ccc([N+](=O)[O-])cc2)cc1 (centres undefined)	1.0	-4	-2	4	3	101	97	64*	99
O=C(CCn1c(=O)[nH]c2ccsc2c1=O)N1CCN(c2cccc(Cl)c2)CC1	0.4	4	0	0	2	90	102	-5	97
CC(C(=O)Nc1nc(-c2ccc(F)c(F)c2)cs1)N1C(=O)C2CC=CCC2C1=O (centres undefined)	/	-4	-4	2	-1	79	97	-1	98
COc1ccc(C(=O)COC(=O)c2cc(=O)c3ccccc3o2)cc1	/	/	2	0	/	116	102	-3	102
CNC(=O)c1ccc(-c2ccc(OC)cc2)s1	1.4	0	1	0	7	112	98	5	92
O=C(Nc1ncc(Br)s1)C1CCCN1S(=O)(=O)c1cccc2cccnc12 (centres undefined)	-0.6	3	-5	0	2	110	91	13	95
COc1cc(OC)cc(-c2cc3cc(F)ccc3cn2)c1	/	/	2	4	/	70	99	-2	102
CCC(=O)Nc1ccc(C(=O)N/N=C/c2cc(Br)c(OC)cc2OC)cc1	-2.2	6	-1	2	6	93	102	-7	86
COc1ccc(C(=O)OCC(=O)c2c(N)n(C)c(=O)n(C)c2=O)cc1OC	1.7	-7	10	4	-5	93	100	-3	102
O=C(CN1CCc2ccccc2C1)NCc1ccco1	1.8	10	-4	1	8	119	97	-29	99
CCn1c(SCC(=O)N2CCc3ccccc3C2)nc2sc(C)c(C)c2c1=O	1.1	0	7	2	6	102	120	-7	110
COc1ccc(CCNC(=O)CSC(=O)c2ccccc2)cc1OC	-5.6	13	-3	3	10	100	107	-9	107
O=C1c2ccccc2CCCC12N=NCC2c1cccc2ccccc12 (centres undefined)	-0.5	2	0	0	2	106	88	6	101
CCN(c1cccc(C)c1)S(=O)(=O)c1c(C)[nH]c(C)c1C(=O)N1CCCCC1	0.8	3	-1	1	4	74	98	17	88
COc1ccc(CCNC(=O)CNC(=O)c2ccc3c(c2)OCO3)cc1OC	2.8	-4	5	0	0	111	99	3	99
O=C(COC(=O)c1ccccn1)NCCCc1ccccc1	2.0	3	-4	0	4	103	108	-4	100
COc1cccc(-c2csc(N3CCN(C(=O)C4CCCCC4)CC3)n2)c1	-2.7	-4	7	0	3	107	87	-5	/
CC(=O)c1c(C)[nH]c(C(=O)NCc2cccc(Cl)c2)c1C	0.3	3	7	0	2	79	93	-2	96
CC1CC(C)CN(S(=O)(=O)c2ccc(C(=O)Nc3nnc(-c4cccs4)o3)cc2)C1 (centres undefined)	4.5	-2	1	9	-1	145	93	13	92
COc1ccccc1-c1cn[nH]c1-c1ccc(OCc2ccc(F)cc2)cc1O	1.5	8	-5	2	8	97	95	0	90
Cc1onc(-c2ccncc2)c1C(=O)O	-2.3	-2	3	3	-1	75	106	-9	101
CN1C2CCC1CC(NC(=O)CSc1ccc(Cl)cc1)C2 (centres undefined)	0.5	-1	4	0	-1	99	88	-12	97
O=C(/C=C/c1ccccc1Cl)NC1CCS(=O)(=O)C1 (centres undefined)	-0.7	3	-5	1	0	107	96	-4	93
CCc1ccccc1NC(=O)CNC(=O)c1ccccc1OCc1c(C)noc1C	-0.7	-1	-6	0	0	102	95	-1	109
CCOC(=O)C(NC(C)=O)C(O)c1ccc([N+](=O)[O-])cc1 (centres undefined)	0.4	0	6	1	3	92	102	-1	100
c1ccc(OCCCCn2cnc3ccccc32)cc1	0.5	-2	0	1	9	96	77	10	83
O=C(C(=O)N1CCOCC1)c1cn(CC(=O)N2CCCCC2)c2ccccc12	-3.3	-2	2	0	0	101	105	4	109
N#CNC(=Nc1ccc(Cl)cc1)Oc1ccccc1	-2.1	3	9	0	-2	103	/	10	/
Cc1ccccc1OCCC(=O)OCC(=O)NCCNC(=O)COC(=O)CCOc1ccccc1C	2.0	-8	4	3	-10	100	107	9	114
CC(Oc1ccc(Br)cc1)C(=O)N1CCC(C(N)=O)CC1 (centres undefined)	-1.4	1	3	0	1	76	/	-3	84
CCn1c(CC(=O)Nc2ccc(C)c(Cl)c2)nnc1SCC(=O)Nc1nc(C)cs1	0.3	1	1	0	1	115	104	-4	101
O=C(NCC(c1ccco1)N1CCc2ccccc2C1)c1cccc(F)c1 (centres undefined)	-0.5	-2	1	2	7	94	96	6	102
CN1CCN(C(=O)C2CCN(S(=O)(=O)c3ccc4c(c3)oc(=O)n4C)CC2)CC1	/	2	2	3	3	74	99	-4	103
CCOC(=O)COn1c(-n2nc(C)cc2C)nc2ccccc2c1=O	2.1	1	-2	0	-1	100	99	9	91
Cc1cccc(Nc2nc(-c3ccc(O)c(O)c3)cs2)n1	-2.6	27	9	0	9	98	110	5	109
CC1CCCCC1NC(=O)C1CCN(S(=O)(=O)N2CCCCCC2)CC1 (centres undefined)	2.0	4	2	0	-1	76	119	2	114
Cc1cc(S(=O)(=O)Nc2cccc([N+](=O)[O-])c2)c(C)s1	3.4	2	4	32	0	117	100	11	96
COc1ccc(S(=O)(=O)N2CCC(C(=O)N[C@@H](C)C(=O)NC3CCCC3)CC2)cc1	-1.5	4	0	3	1	97	101	27	104
CN1C(=O)/C(=C/c2ccc(O)c([N+](=O)[O-])c2)NC1=S	-5.7	2	-1	0	-1	108	99	11	/
c1ccc(CCCNc2ncnc3nc[nH]c23)cc1	2.2	0	-3	0	5	96	102	37	103
Cc1ccc(S(=O)c2snnc2C)cc1 (centres undefined)	1.2	0	4	1	1	97	104	8	100
Cc1cccc(OCc2nnc(SCC(=O)NCCc3ccccc3)o2)c1	1.9	5	2	2	5	84	97	4	102
O=C(Oc1ccc(N2C(=O)CCC2=O)cc1)c1ccccc1Cl	0.6	11	1	3	7	81	103	-1	102
S=C(NCc1ccccc1)N1CCN(C2CCCCC2)CC1	0.0	4	0	0	8	105	99	7	100
O=C(Nc1cc(Cl)ccc1Cl)C1CC(=O)N(c2ccccc2)C1 (centres undefined)	-1.7	5	4	3	5	110	99	3	94
COCCCNC(=O)/C(=C\c1cccn1C)NC(=O)c1cccs1	0.6	11	-3	0	5	103	94	1	104
CCCn1c(SCC(=O)NC)nc2sc3c(c2c1=O)CCC3	1.5	-9	1	0	-2	104	102	57*	103
O=C(c1ccc(Cl)c(F)c1F)N1CCOCC1	2.2	0	3	0	5	93	104	7	106
C[C@@H](CN1C2=NC[C@H](Cc3ccccc3)N2C[C@H]1Cc1ccc(O)cc1)NC(=O)CCC1CCCCC1	2.3	1	15	0	2	106	84	16	87
Cc1ccc(N/C=C2\CCCCC2=O)nc1	2.1	-2	8	2	-1	99	107	16	105
C=C(C(=O)Oc1ccccc1C(C)(C)C)c1ccccc1	/	5	-3	0	0	72	99	55*	67
Nc1c(C(=O)O)nnn1Cc1ccccc1	2.3	3	-4	4	2	102	95	14	104
C/C(=N\NC(=S)NCCc1ccccc1)c1cccc(Br)c1	-1.1	8	2	0	6	92	94	14	106
O=C(CO/N=C/c1ccccc1O)N1CCc2ccccc21	-0.3	-14	-2	2	1	101	102	10	98
c1ccc(C2=NC(c3ccccc3)N=C(c3ccccc3)N2)cc1	-0.9	-3	6	0	-2	103	118	-1	107
CCOC(=O)c1c(/N=C/N(C)C)sc2c1CCC2	-1.0	18	3	0	8	90	102	2	89
N#CC1(C#N)CC(C=O)=C(N)C1(C#N)CC(=O)c1ccc(F)cc1 (centres undefined)	-14	-2	25	1	-23	75	94	-18	102
Cc1ccc(OCC(=O)Nc2ccc(F)cc2)cc1	-2.2	11	3	0	6	82	90	16	91
Cc1noc(C)c1NC(=O)Nc1ccc2c(c1)C(=O)N([C@H](C)CO)C[C@H](C)[C@@H](CN(C)C(=O)Nc1ccc(C(F)(F)F)cc1)O2	/	/	4	2	/	139	97	5	105
Going on with the list:
SMILES	MEX-5 binding	MCL1-BIM inh	GLD-1 RNA inh	GRK2 inh	Bcl-xL primary	Yeast superoxide	CIT2 TOR yeast	VLA-4 inh	AGP1 TOR yeast
CCOC(=O)c1nccnc1C(=O)Nc1ccc(C(F)(F)F)cc1	0.5	11	4	0	7	89	92	3	99
COc1ccc(/C(N)=N/OC(=O)Oc2ccccc2)cc1	-0.9	-2	4	1	5	112	92	12	101
CCN(CC)C(=O)C1CCN(S(=O)(=O)c2ccc3c(c2)CCCN3C(=O)C2CCC2)CC1	3.4	-2	2	2	1	84	102	9	101
Cc1cc(Cl)ccc1NC(=O)CCN1C(=O)NC(C)(C)C1=O	/	-1	0	1	-1	101	97	10	103
CCOc1ccccc1Nc1nc(N)nc(CSc2nncn2C)n1	2.0	-1	9	0	1	81	102	-5	95
Cc1ccc(CN2CCN(C(=O)C3CCC3)CC2)cc1	0.6	1	4	0	-2	99	94	3	98
COc1ccc(C(C)NC(=O)c2ccncc2)cc1OC (centres undefined)	-0.3	2	0	0	3	85	88	2	91
COc1ccc(Cc2nnc(SCC(=O)NC3(C#N)CCCCC3)n2N)cc1	0.0	-3	-5	0	-12	119	94	5	92
O=C1CC(SCc2nc3ccccc3[nH]2)C(=O)N1c1ccc(Cl)cc1 (centres undefined)	0.8	5	0	0	10	108	105	7	105
COc1ccc(C2=NOC(C(=O)Nc3cc(C)nn3-c3ccccc3)C2)cc1OC (centres undefined)	-1.4	0	4	1	-4	106	106	11	108
CC(=O)c1cc2c(cc1NS(=O)(=O)c1ccc(F)cc1)OCO2	-2.8	0	-1	3	10	105	100	-5	93
COc1ccc(-c2ocnc2C(=O)N2CCN(C(=O)C(c3ccccc3)c3ccccc3)CC2)cc1	4.5	12	-1	2	6	94	97	-2	104
S=c1[nH]nc(-c2ccccc2)n1/N=C/c1ccc(-c2ccccc2Cl)o1	2.1	-11	6	2	-22	93	107	1	112
O=C(O)CCNc1ccc2c(c1)OCCO2	-1.1	3	10	0	7	96	99	-2	101
N#Cc1ccc(CSc2nnc(Cc3cccs3)n2Cc2ccco2)cc1	3.5	5	4	5	3	102	94	15	97
COc1cc(OC)cc(C(=O)NC(=S)Nc2ccc3c4c(cccc24)CC3)c1	0.8	14	-3	0	4	109	110	-6	117
CC(C)(C)c1ccc(-n2ncc3c2CCCC3NC(=O)c2cnccn2)cc1 (centres undefined)	-1.5	1	0	0	5	98	93	6	92
COc1ccc2oc(/C=C/N(C)C)c(C(=O)c3ccc(Cl)cc3)c2c1	0.8	-17	0	0	-9	102	99	0	70

Shown with each value named: 3 of the compounds above
O=C(O)CCNc1ccc2c(c1)OCCO2
  MEX-5 binding = -1.1
  MCL1-BIM inh = 3
  GLD-1 RNA inh = 10
  GRK2 inh = 0
  Bcl-xL primary = 7
  Yeast superoxide = 96
  CIT2 TOR yeast = 99
  VLA-4 inh = -2
  AGP1 TOR yeast = 101

N#Cc1ccc(CSc2nnc(Cc3cccs3)n2Cc2ccco2)cc1
  MEX-5 binding = 3.5
  MCL1-BIM inh = 5
  GLD-1 RNA inh = 4
  GRK2 inh = 5
  Bcl-xL primary = 3
  Yeast superoxide = 102
  CIT2 TOR yeast = 94
  VLA-4 inh = 15
  AGP1 TOR yeast = 97

COc1cc(OC)cc(C(=O)NC(=S)Nc2ccc3c4c(cccc24)CC3)c1
  MEX-5 binding = 0.8
  MCL1-BIM inh = 14
  GLD-1 RNA inh = -3
  GRK2 inh = 0
  Bcl-xL primary = 4
  Yeast superoxide = 109
  CIT2 TOR yeast = 110
  VLA-4 inh = -6
  AGP1 TOR yeast = 117
